Siah-1 displacement: Siah-1 peptide-binding antagonists, primary screen, biochemical, fluorescence polarization, rhodamine-plectin, uHTS (AID 1817); Siah-1 / rhodamine-plectin peptide fluorescence polarization; higher % means a stronger effect; displacement, % at 20 µM; hits with a dose series show IC50 in µM; 290,000 compounds, 0.02% hits;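 active = displacement of at least 50% at 20 µM, with a fluorescence ratio check between 0.3 and a set limit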;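 note: plate controls were Siah plus tracer with DMSO for no effect and tracer alone without Siah for full effect; strong numbers were not always called active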
HEK293 NOD2/NF-kB: NOD2 signaling inhibitors, cell-based, luminescence, uHTS, HEK293 (AID 1566); HEK293 NOD2/NF-kB luciferase reporter, luminescence; higher % means a stronger effect; inhibition, % at 4 µM, or EC50 in µM where a hit was titrated; 290,000 compounds, 0.63% hits; note: many of its hits are not listed in these tables
LYP inhibition: inhibitors of LYP phosphatase, biochemical, fluorescence intensity, uHTS (AID 1779) | one-dose inhibition, % at 11.5 µM; IC50 in µM for titrated hits | recombinant LYP phosphatase, fluorescence intensity; higher % means a stronger effect | 290,000 compounds, 0.054% hits;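 note: plate controls were vehicle with enzyme for no effect and no enzyme for full effect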
P. falciparum M1AAP: P. falciparum M1AAP inhibitors, biochemical, fluorogenic H-Leu-NHMec substrate, 1536-well (AID 1445) | one-dose inhibition, % at 30 µM; IC50 in µM for titrated hits | 220,000 compounds, 0.42% hits | recombinant M1AAP, H-Leu-NHMec fluorogenic kinetic assay; higher % means a stronger effect;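 active = primary inhibition above the hit cutoff, then over 50% inhibition at one or more dose response concentrations, cut at about 23% in these data, passing the limit was not always enough; inconclusive = conflicting primary data, or primary hits not chosen for dose response; inactive = low primary inhibition, or under 50% at every dose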;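 note: plate controls were DMSO full reaction for no effect and no enzyme background for full effect; strong numbers were not always called active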
M17LAP inhibition: P. falciparum M17LAP inhibitors, primary screen, biochemical, fluorogenic H-Leu-NHMec substrate, 1536-well (AID 1619) | recombinant M17LAP, H-Leu-NHMec fluorogenic kinetic assay; higher % means a stronger effect | one-dose inhibition, % at 30 µM; IC50 in µM for titrated hits | 220,000 compounds, 0.38% hits;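 active = compound inhibiting the enzyme by more than half at any dose during confirmatory dose-response retesting; inconclusive = strong single-dose inhibitors picked by rank but not retested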;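 note: plate controls were full reaction with DMSO carrier for no effect and no enzyme background for full effect; strong numbers were not always called active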
Lipid droplet: modulators of hepatic lipid droplet formation; AML12 mouse hepatocytes, oleate lipid droplets, BODIPY imaging; inhibition, % at 6.5 µM; 240,000 compounds, 0.4% hits;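 active = lipid droplet intensity inhibited by at least 50%, with more than 500 cells counted; inconclusive = wells with under 300 cells, treated as cytotoxic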
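Material – mouse AML12 hepatocyte cell line, fixed after treatment · Compound dosing – one dose, 6.5 µM compound · Times – compound with oleate, overnight · Measured by – Image-based BODIPY and DAPI two-channel analysis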
AID2073: inhibitors of Mint1-CaV2.2 protein interaction, biochemical, HTRF (AID 2073); 290,000 compounds, 0.19% hits; one-dose inhibition, % at 20 µM; IC50 in µM for titrated hits; HTRF protein-protein interaction, Mint1-CaV2.2; higher % means a stronger effect; in the data active = inhibition mostly above about 51%, no sharp cut-off; inconclusive = no clear call, values can overlap the other calls; inactive = mostly below about 53%; note: some results filed as inactive read as strong as hits
XIAP antagonists: XIAP antagonists, biochemical, IAP family, fluorescence polarization (AID 1018); XIAP BIR domain, fluorescence polarization peptide displacement; higher % means a stronger effect; one-dose displacement, % at 20 µM; IC50 in µM for titrated hits; 200,000 compounds, 0.007% hits; in the data active = displacement above about 50%; note: a part of the inactive calls stands beside numbers as strong as those of hits
CSM14.1 death rescue: rescue of cells from ER stress-induced death, primary screen, 384-well, CSM14.1, thapsigargin, ATP luminescence (AID 1222) | CSM14.1 thapsigargin-induced death rescue, ATP luminescence; higher % means a stronger effect | cellular ATP content (survival), % at 20 µM, or EC50 in µM where a hit was titrated | 190,000 tested, under 10 active;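 active = EC50 below 50 µM in the dose-response confirmation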;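 note: death triggered by thapsigargin at about 15 µM added after 2 h compound pretreatment; cell ATP read after overnight thapsigargin exposure of roughly 18 to 22 hours; normalized against plate controls of thapsigargin alone and 5% DMSO vehicle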
Lipid droplet cells 6.5 µM: recorded beside Lipid droplet, whose call it bears; cell count; measured here: cell count, cytotoxicity flag;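 cells counted across two imaged fields per well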
* = called active by the depositor; ? = inconclusive; · = no result given. Cut-off read from the data, not from the text of the source, unless noted: active = inhibition above about 50%; inactive = the rest.

(1) N#Cc1ccc(Oc2cccc(C(=O)O)c2)cc1C#N
(2) c1cncc(-c2nnc3n2CCC3)c1
(3) COc1ccc(-c2cc(C(=O)NCC3CCCO3)c3ccccc3n2)cc1 (stereo not drawn)
(4) O=C1/C(=C/c2cccc(O)c2)SC(=S)N1CC1CCCO1 (stereo not drawn)
(5) Cc1sc2cc(-c3cccc([N+](=O)[O-])c3)c(-c3cccc([N+](=O)[O-])c3)c[n+]2c1C
(6) O=S(=O)(Cc1ccccc1Cl)N1CCN(Cc2ccc3c(c2)OCO3)CC1
(7) N#Cc1cccc(C#N)c1NCC1CCCO1 (stereo not drawn)
(8) CCOC(=O)N1CCN(C(=O)COc2ccc3ccccc3c2Br)CC1
Screen / compound no.	1	2	3	4	5	6	7	8
XIAP antagonists	2.8%	-16%	-12%	·	-0.6%	-4.0%	·	·
CSM14.1 death rescue	-0.2%	2.0%	-1.7%	·	1.2%	-2.0%	·	·
LYP inhibition	-2%	-4%	-10%	-6%	-5%	0%	-14%	-6%
HEK293 NOD2/NF-kB	-14%	-4%	-8%	0%	1%	-23%	-13%	4%
Lipid droplet	·	·	0	-20	7	6	·	-7
AID2073	-5%	-7%	?	-8%	-7%	-5%	18%	44%
P. falciparum M1AAP	1%	3%	7%	·	3%	-2%	·	·
M17LAP inhibition	5%	-1%	-4%	·	37%	-15%	·	·
Siah-1 displacement	1%	2%	0%	-5%	5%	2%	-1%	-2%
Lipid droplet cells 6.5 µM	·	·	637	632	668	710	·	652

Continued (3 carried over from the part before).
(6) O=S(=O)(Cc1ccccc1Cl)N1CCN(Cc2ccc3c(c2)OCO3)CC1
(7) N#Cc1cccc(C#N)c1NCC1CCCO1 (stereo not drawn)
(8) CCOC(=O)N1CCN(C(=O)COc2ccc3ccccc3c2Br)CC1
(9) Cc1cc(C)nc(SCc2nnc(SCC(=O)Nc3nccs3)n2Cc2ccco2)n1
(10) COc1ccc(OCC(O)CN2CCN(c3ccc(Cl)cc3)CC2)cc1 (stereo not drawn)
(11) Cc1ccc(CN2C(=O)NC(Cc3c[nH]c4ccccc34)C2=O)cc1 (stereo not drawn)
(12) C/C(N)=C(/C#N)C(=O)COC(=O)CNS(=O)(=O)c1ccc(F)c(F)c1F
(13) CCOc1cc(/C=N/NC(=O)c2cc(-c3ccccc3)nc3ccccc23)ccc1O
(14) Cc1cccc2cc3c(N)c(C(=O)N4CCCc5ccccc54)sc3nc12
(15) CC1(C)CC(=O)c2sc(NC(=O)Cc3cccs3)nc2C1
(16) Cc1ccc2c(C(=O)CN3CCOCC3)c(C)[nH]c2c1
Screen / compound no.	6	7	8	9	10	11	12	13	14	15	16
XIAP antagonists	-4.0%	·	·	-1.9%	·	-8.6%	-1.9%	·	-9.0%	-6.4%	1.2%
CSM14.1 death rescue	-2.0%	·	·	5.9%	·	-1.9%	-1.9%	·	-0.9%	0.9%	-2.2%
LYP inhibition	0%	-14%	-6%	-7%	-9%	0%	-4%	6%	-1%	-5%	4%
HEK293 NOD2/NF-kB	-23%	-13%	4%	16%	19%	5%	6%	22%	0%	2%	0%
Lipid droplet	6	·	-7	·	27	-23	-6	49	-84	12	4
AID2073	-5%	18%	44%	-15%	10%	-5%	-12%	18%	2%	17%	4%
P. falciparum M1AAP	-2%	·	·	-2%	3%	7%	12%	·	4%	1%	8%
M17LAP inhibition	-15%	·	·	19%	-2%	0%	1%	·	-11%	-2%	7%
Siah-1 displacement	2%	-1%	-2%	0%	6%	-1%	-9%	-4%	3%	1%	11%
Lipid droplet cells 6.5 µM	710	·	652	·	682	607	671	419	364	784	633

(17) O=C(O)c1cc(-c2cccc([N+](=O)[O-])c2)n[nH]1
(18) CNC(=O)c1ccccc1Sc1cccc2cccc(C(=O)O)c12
(19) Cc1occc1C(=O)Nc1nnc(-c2cccs2)s1
(20) Cc1oc(-c2ccc(Cl)cc2)nc1CS(=O)CC(=O)NC1CCCCC1 (stereo not drawn)
(21) COc1cc2[nH]c(=S)n(Cc3ccc(F)cc3)c(=O)c2cc1OC
(22) CCOC(=O)C1=C(C)NC(SCC(=O)O)=NC1c1ccccc1 (stereo not drawn)
(23) COCCCn1c(SCc2cc(=O)[nH]c3ccccc23)nnc1-c1ccco1
(24) CC(C)S(=O)(=O)C1=NSC2=NC(=O)/C(=C\c3ccc(-c4cccc(C(=O)O)c4)o3)C(=N)N21
Screen / compound no.	17	18	19	20	21	22	23	24
XIAP antagonists	-5.6%	·	-3.6%	·	-5.5%	-5.9%	-2.3%	-10%
CSM14.1 death rescue	-11%	·	-0.2%	·	0.1%	-2.6%	-1.3%	-0.9%
LYP inhibition	-6%	-8%	-8%	2%	-5%	-3%	-4%	-2%
HEK293 NOD2/NF-kB	-1%	3%	-83%	26%	6%	6%	2%	0%
Lipid droplet	34	·	2	-3	20	·	15	-12
AID2073	-10%	11%	17%	3%	30%	-11%	-12%	7%
P. falciparum M1AAP	1%	·	8%	·	2%	3%	7%	18%
M17LAP inhibition	1%	·	4%	·	2%	12%	-2%	46%
Siah-1 displacement	6%	3%	0%	2%	7%	-8%	1%	-1%
Lipid droplet cells 6.5 µM	708	·	648	752	675	·	696	674

(25) C/C(=C\C(=O)c1ccccc1)NCc1ccc(F)cc1
(26) Cc1ccccc1OCc1nnc(SCC(=O)NC2CCCCC2)o1
(27) NS(=O)(=O)c1ccc(NC(=S)NCc2ccccc2Cl)cc1
(28) COc1ccc(Nc2ccc([N+](=O)[O-])cn2)cc1
(29) CCc1ccccc1NC(=S)N1CCN(c2ccccn2)CC1
(30) COCCCN1C(=O)C(=O)/C(=C(/O)c2ccc(S(=O)(=O)N3CCCCC3)cc2)C1c1ccc(O)cc1 (stereo not drawn)
(31) COc1ccc(-n2nnnc2SCC(=O)c2ccc3c(c2)OCCO3)cc1
(32) CSc1sc(C(=O)OC(C)C)c2c1C(=O)CC(C)(C)C2
Screen / compound no.	25	26	27	28	29	30	31	32
XIAP antagonists	-4.8%	·	0.1%	·	2.7%	·	-1.0%	·
CSM14.1 death rescue	-2.3%	·	-1.5%	·	1.0%	·	0.4%	·
LYP inhibition	2%	-5%	-6%	-8%	-6%	-2%	0%	-10%
HEK293 NOD2/NF-kB	-27%	-13%	8%	-57%	2%	-18%	16%	8%
Lipid droplet	·	-14	13	2	1	8	-4	?
AID2073	-7%	-13%	-37%	8%	-6%	2%	-1%	-13%
P. falciparum M1AAP	-10%	·	6%	·	5%	·	7%	0%
M17LAP inhibition	-2%	·	3%	·	-9%	·	-1%	5%
Siah-1 displacement	0%	1%	3%	-3%	-1%	-2%	-6%	5%
Lipid droplet cells 6.5 µM	·	810	703	839	623	784	734	·

(33) COCc1c(C(=O)OCC(=O)NCCN2C(=O)CSC2=O)oc2ccccc12
(34) CCCNC(=O)Cn1nc(C(F)(F)F)c2c1CCC2
(35) Cn1c2ccccc2c2nnc(SCC(=O)NC3CCCC3)nc21
(36) COc1ccc(C(=O)NC(=S)Nc2nc(C)c(C(=O)N(C)C)s2)cc1
(37) Cc1cc(N2C(=O)C(O)=C(C(=O)c3cccs3)C2c2ccc(F)cc2)no1 (stereo not drawn)
(38) CC(=O)N1CC=CC1(CC(C)C)C(=O)NCc1cc(F)cc(C(F)(F)F)c1 (stereo not drawn)
(39) COc1ccc(Cl)cc1C(Nc1cccnc1)c1ccc2cccnc2c1O (stereo not drawn)
(40) CCCCn1c(CCC)nc([N+](=O)[O-])c1Sc1ccc(Cl)cn1
Screen / compound no.	33	34	35	36	37	38	39	40
XIAP antagonists	-9.8%	-13%	·	-7.6%	·	-5.1%	-8.5%	-3.3%
CSM14.1 death rescue	-1.9%	-0.1%	·	-3.4%	·	-4.8%	5.7%	2.9%
LYP inhibition	2%	-6%	2%	-7%	-1%	-8%	-1%	-4%
HEK293 NOD2/NF-kB	-9%	-6%	9%	-1%	16%	-4%	26%	7%
Lipid droplet	0	-22	-1	2	-5	-4	-24	-31
AID2073	2%	7%	-6%	-3%	?	-2%	-24%	4%
P. falciparum M1AAP	1%	2%	·	13%	3%	-1%	-11%	-11%
M17LAP inhibition	18%	-10%	·	17%	-1%	18%	0%	8%
Siah-1 displacement	0%	-4%	4%	-8%	0%	6%	-7%	1%
Lipid droplet cells 6.5 µM	603	672	830	779	734	783	717	727

(41) CN(CC(=O)NCc1ccc(F)cc1)CC(=O)Nc1ccc(Cl)c(C(F)(F)F)c1
(42) NC(=O)CSCc1cccc(Br)c1
(43) COCc1cnc(C)nc1N
(44) O=C(CSc1nnc(SCc2ccccc2)s1)N/N=C/c1ccc(C(=O)O)cc1
(45) CCCN(C(=O)CCSc1ccc(F)cc1)c1c(N)n(Cc2ccccc2)c(=O)[nH]c1=O
(46) O=C(NCCCN1CCOCC1)c1ccc(-n2nc(C(F)(F)F)cc2-c2cccs2)cc1
(47) C/C(=N\NC(=O)Cn1nc(C)c([N+](=O)[O-])c1C)c1ccco1
(48) CC(=O)C1C(=O)C=C(c2cccs2)CC1c1ccccc1 (stereo not drawn)
(49) CCOc1ccc(CNC(=O)CCCn2nc(CC)n3c(cc4occc43)c2=O)cc1
(50) CC(=O)Nc1ccc(S(=O)(=O)Nc2cccc(NC(=O)c3ccco3)c2)cc1
Screen / compound no.	41	42	43	44	45	46	47	48	49	50
XIAP antagonists	·	0.2%	-4.4%	·	·	-3.7%	·	21%	·	-2.8%
CSM14.1 death rescue	·	-1.5%	-2.8%	·	·	5.8%	·	-0.6%	·	-0.7%
LYP inhibition	-4%	-5%	-1%	-5%	-9%	-2%	-4%	-4%	6%	4%
HEK293 NOD2/NF-kB	19%	12%	40%	8%	-1%	-7%	4%	8%	-9%	10%
Lipid droplet	-19	9	35	2	-1	1	-17	3	-2	-3
AID2073	-3%	15%	19%	-6%	4%	-3%	7%	-4%	5%	8%
P. falciparum M1AAP	·	5%	4%	0%	·	2%	10%	7%	·	7%
M17LAP inhibition	·	10%	-2%	14%	·	9%	10%	3%	·	4%
Siah-1 displacement	2%	-8%	3%	11%	1%	0%	4%	6%	1%	5%
Lipid droplet cells 6.5 µM	605	762	666	712	847	751	656	715	723	705

Screening data from PubChem BioAssay.

Only part of the results is shown (hit frequency here may not be typical).
